# Screening data (PubChem BioAssay)
# GCN5L2 inh = qHTS Assay for Inhibitors of GCN5L2 | Histone acetyltransferase KAT2A (Homo sapiens), Q92830 | GCN5L2 HAT assay, ThioGlo1 CoA-SH fluorescence | Potency, µM (doses to about 58.9 µM), without a hit: at the highest dose activity change, negative = inhibition, actives largely listed as inhibitors | hit rate 0.21% among 390,000 | AID 504327, 2011
# Target sequence (Q92830 whole entry, looked up): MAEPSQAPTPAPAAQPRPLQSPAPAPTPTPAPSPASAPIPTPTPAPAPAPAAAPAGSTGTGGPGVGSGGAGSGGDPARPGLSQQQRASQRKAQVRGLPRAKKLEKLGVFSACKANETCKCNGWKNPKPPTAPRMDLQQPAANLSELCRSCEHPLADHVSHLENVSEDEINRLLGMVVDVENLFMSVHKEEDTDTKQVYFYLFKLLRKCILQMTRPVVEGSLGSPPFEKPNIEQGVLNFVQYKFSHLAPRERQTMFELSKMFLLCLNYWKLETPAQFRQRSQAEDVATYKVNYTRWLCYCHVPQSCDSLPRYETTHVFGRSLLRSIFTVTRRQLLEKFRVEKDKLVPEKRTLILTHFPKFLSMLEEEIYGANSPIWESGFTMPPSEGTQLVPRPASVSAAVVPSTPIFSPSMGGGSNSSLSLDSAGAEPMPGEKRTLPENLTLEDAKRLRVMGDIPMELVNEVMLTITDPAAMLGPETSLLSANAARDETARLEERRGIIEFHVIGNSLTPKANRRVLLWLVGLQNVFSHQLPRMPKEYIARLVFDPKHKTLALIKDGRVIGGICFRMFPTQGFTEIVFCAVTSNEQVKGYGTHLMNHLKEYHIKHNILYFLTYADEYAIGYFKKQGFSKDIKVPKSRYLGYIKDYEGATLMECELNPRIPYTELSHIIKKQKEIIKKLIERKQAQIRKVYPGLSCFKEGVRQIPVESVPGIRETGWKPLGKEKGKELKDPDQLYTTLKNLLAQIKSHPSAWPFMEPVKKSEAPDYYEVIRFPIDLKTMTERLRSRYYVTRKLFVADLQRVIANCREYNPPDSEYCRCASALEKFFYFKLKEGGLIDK
#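 qHTS, 1536-well. 20nM enzyme, pH 7.5 HEPES/EDTA/Tween-20 buffer; 15 min compound preinc., RT. Start: 75uM H3(1-25), 70uM AcCoA, 50uM ThioGlo1. Read Ex340/Em540 at t=0 (autofluorescence flag) and t=20 min.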
# FEN1 inh = qHTS Assay for the Inhibitors of Human Flap endonuclease 1 (FEN1); P39748; Recombinant FEN1 flap cleavage, fluorescence, 15 min; Potency, µM (titrated, usually from 114 µM), for inactives: top-dose activity change, negative = inhibition, hits mostly inhibitors; hit rate 0.35% among 390,000; AID 588795, 2011; note: nearly all actives have a fitted effect of over 65% in size
#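 Read-out was taken twice, immediately and after 15 min, following addition of 50 nM substrate to 10 nM FEN1 that had sat with test compound for 15 min at room temperature. Curves came from a four-parameter Hill model.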
# DT40 TDP1 CPT = qHTS for Inhibitors of human tyrosyl-DNA phosphodiesterase 1 (TDP1): qHTS in cells in presence of CPT; hit rate 12% among 420,000; Potency, µM (titrated, usually from 46.2 µM), for inactives: at the highest dose activity change, negative = growth inhibition, hits mostly inhibitors; chicken DT40 Tdp1-/-;hTDP1 cells + 20 nM CPT, ATP luminescence, 48 h; note: nearly all actives have a fitted effect of over 55% in size
#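 Cell growth measured by CellTiter-Glo luminescence after a minimum 48 h, 37 C compound exposure with 20 nM CPT in Tdp1-knockout DT40 cells stably expressing hTDP1, seeded 400/well; qHTS titration format.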
# An asterisk follows results filed as active; ? = inconclusive; nt = no result given; [ ] = remark or other dose. Calls come from the whole dose curve; as a rule, active = well fitted curve in the direction sought with a large enough effect; inconclusive = small, poorly fitted or top-dose-only effect, or another doubt; inactive = no such curve, though single readings can be large; an effect the other way counts as inactive or inconclusive. % is set by controls: 0 for no effect and ±100 for the full control effect; potency is the fitted concentration of half-maximal effect. Some of the compounds tested; rates above refer to the full screens.
# Below each compound: GCN5L2 inh, FEN1 inh, DT40 TDP1 CPT
CS(=O)(=O)c1ccc(C(=O)NCC2(N3CCOCC3)CCCCC2)cc1
  -6%, -5%, 6%
CCOc1ccc2nc(NC(=O)c3nc(SCc4ccccc4C)ncc3Cl)sc2c1
  -11%, 5%, 13µM*
Cc1ccc(S(=O)(=O)c2nc(Nc3ccccc3N3CCOCC3)sc2Cl)cc1
  -16%, -20%, ?
COC(=O)c1ccc(C2C(Oc3ccccc3C)C(=O)N2CCc2ccc(OC)c(OC)c2)cc1 (configuration not stated)
  -15%, -18%, ?
O=C(COc1ccc(Cl)cc1)NCc1ccccc1
  -20%, 3%, -16%
CC(C)c1cccc(C(C)C)c1NC(=O)CN1C(=O)NC2(CCCCCCC2)C1=O
  -2%, 2%, 16%
O=C(COC(=O)c1ncc(Cl)c(Cl)c1Cl)Nc1cccnc1Cl
  -1%, 3%, -12%
O=C(C1CCC1)N1CCN(S(=O)(=O)c2cc(F)ccc2F)CC1
  -4%, 5%, -7%
Cc1cc(C)cc(NS(=O)(=O)c2ccc(-c3cc(C)no3)cc2)c1
  -4%, 3%, 1.3µM*
O=C1NCC(COc2ccc(Cl)cc2)O1 (configuration not stated)
  2%, -12%, -13%
Cc1csc(NC(=O)CSc2nc(=O)n(CCCN(C)C)c3c2CCC3)n1
  -10%, 0%, 5%
CCOC(=O)C1CCN(C(=O)CN(C)S(=O)(=O)c2cc(C)ccc2OC)CC1
  -12%, -2%, -25%
COC(=O)c1ccc(CNC(=O)c2coc3ccccc3c2=O)cc1
  -6%, 7%, -2%
C/C(=N\NC(=O)c1csc(C)c1C)c1ccco1
  -3%, 5%, 10µM*
CC(=O)C(C(C)=O)C1(O)C(=O)c2ccccc2C1=O
  -1%, -4%, 26µM*
O=C(NC1CCN(Cc2cccc([N+](=O)[O-])c2)CC1)c1ccccc1
  35%[activator], 14%, -18%
Cn1nccc1C(=O)Nc1ccc(S(=O)(=O)N2CCCC2)cc1
  -21%, 7%, -2%
O=C1/C(=C/c2cccc(Cl)c2)CSc2sccc21
  -2%, 10%, 12%
c1ccc(Cn2c(CNc3nc4ccccc4n3CCN3CCCCC3)nc3ccccc32)cc1
  -14%, -12%, ?
Cc1c(O)c2c(c(C(=O)/C=C/c3ccccc3)c1O)OC(C)(C)C=C2
  nt, -26%, ?
COc1cc(OC)cc(-c2oc(=O)c3cc(OC)c(OC)cc3c2/C=C/c2ccc(F)cc2)c1
  -10%, 1%, ?
O=C(/C=C/c1ccco1)N(c1ccccn1)c1ccccn1
  ?, ?, 17%
Cc1ccc(C2CC(c3cccc(Br)c3)n3nc(N)nc3N2)cc1 (configuration not stated)
  0%, -11%, -4%
CC1CCC2(CC1)NC(=O)N(NC(=O)C1CCN(C(=O)c3ccc(Cl)cc3)CC1)C2=O (configuration not stated)
  -6%, -1%, -16%
COCc1c(C(=O)N/N=C/c2ccco2)nnn1-c1nonc1N
  0%, 4%, 2%
CCN(C(=O)CSc1nc2ccccc2n1Cc1cc(C)ccc1C)c1ccccc1
  -5%, ?, 16µM*
Cc1ccccc1/C=c1\s/c(=C\C(=O)C(C)(C)C)[nH]c1=O
  -9%, 8%, 13µM*
CNC(=O)/C(C#N)=C/c1c(N2CCN(c3cccc(Cl)c3)CC2)nc2c(C)cccn2c1=O
  1%, -6%, ?
O=C(Cn1cc(C(F)(F)F)ccc1=O)NCC1CCCO1 (configuration not stated)
  -9%, 33%[activator], 5%
Cc1ccc(NC(=O)Cn2nc(C)c(S(=O)(=O)N(C)C)c2C)cc1
  -4%, -8%, -20%

# (more compounds)
# Below each compound: GCN5L2 inh, FEN1 inh, DT40 TDP1 CPT
CCCn1c(=O)c(C(=O)NNS(=O)(=O)c2ccc(NC(=O)OC)cc2)c(O)c2ccccc21
  0%, -25%, -16%
O=C(O)c1cnc(-c2ccccc2)nc1C(F)(F)F
  -2%, 1%, -1%
Cn1c(N=NC(=O)c2ccccc2)c(O)c2ccccc21
  -2%, 0%, ?
COc1ccc(CCNC(=O)Cc2cc3c(cc2[N+](=O)[O-])OCO3)cc1OC
  nt, 8%, -23%
CCC(NS(=O)(=O)c1ccc(C)cc1)C(=O)O (configuration not stated)
  2%, -1%, 5%
CCN1C(=O)C(Cc2nc3ccccc3c(=O)n2-c2ccc(OC)cc2)c2ccccc21 (configuration not stated)
  -4%, 0%, ?
Cc1ccc2oc(=O)c(/C=C(\O)c3cccs3)nc2c1
  0%, -10%, -20%
CC(C)(C)NS(=O)(=O)c1ccc(CCC(=O)NCc2ccc3c(c2)OCO3)cc1
  -1%, 13%, -13%
O=S(=O)(c1ccc(Br)cc1)c1nnn2c1nc(NC1CCCCCC1)c1sccc12
  -3%, 13%, 0%
Cc1ccc(CSCC(=O)Nc2c(C)n(C)n(-c3ccccc3)c2=O)cc1
  0%, 9%, -3%
NC(=O)c1cc(-c2ccncc2)nc2ccc(Cl)cc12
  1%, -2%, -5%
COC(=O)C(NC(=O)c1ccccc1)c1ccccc1 (configuration not stated)
  -3%, -18%, -15%
CC(=O)C1C(c2ccncc2)NC(=O)NC1(O)C(F)(F)F (configuration not stated)
  -3%, 5%, -6%
O=C(NCc1ccco1)Nc1ccccc1Cl
  0%, 1%, -8%
Cn1cncc1C#Cc1c(-c2ccc(S(C)(=O)=O)cc2)sc2ccccc12
  -7%, 1%, 13µM*
CC1CCN(Cc2c(C(=O)N/N=C/c3ccc(C(C)(C)C)cc3)nnn2-c2nonc2N)CC1
  -4%, -8%, 13µM*
Cc1ccc(OCC(=O)Nc2ccc3c4c(cccc24)CC3)c(C)c1
  1%, 5%, -27%
CC(C)C(c1nnnn1C1CCCCC1)N1CCN(C(=O)c2ccco2)CC1 (configuration not stated)
  1%, 9%, 0%
CC1CCCCC12NC(=O)N(CC(=O)Nc1ccc(OC(F)F)cc1)C2=O (configuration not stated)
  -1%, 12%, ?
O=C(C[C@H]1C/C=C\CC[C@@H](Cc2ccc(F)cc2)C(=O)OC[C@H]2CCCN2C1=O)N[C@@H](CO)Cc1ccccc1
  -13%, -15%, ?
Cc1ccc(C)c(C(C)NC(=O)Cc2cccs2)c1 (configuration not stated)
  -4%, 7%, 26%
NC(=O)c1nsc(C(=O)N(CC(=O)NCc2ccccc2)c2cccc(F)c2)c1N
  -3%, -6%, 1%
Cc1ccc(C(=O)C2CCN(C(=S)NCCCOC(C)C)CC2)cc1
  1%, 3%, ?
Nc1nnc(COc2cccc(C(F)(F)F)c2)s1
  -8%, -1%, -12%
NNC(=O)c1sc2nc(N3CCOCC3)c3c(c2c1N)CCCC3
  -11%, -13%, -29%
Cc1ccc(N2OC3C(=O)NC(=O)C3C2c2ccco2)cc1 (configuration not stated)
  -1%, 4%, 8%
Cc1ccc(OCc2nnc(SCc3nc4ccccc4[nH]3)n2Cc2ccco2)cc1
  -9%, -8%, 15µM*
Cc1cc(SCC(=O)c2cc3ccccc3o2)nc2ccccc12
  -14%, -18%, -17%
C=CCNc1ccc(F)c(F)c1N1CCCCCC1=O
  2%, -4%, -3%
CCCCCCc1ccc(N2C[C@H](Cc3ccccc3)[C@@H](CC(=O)Nc3ccccc3)C2=O)cc1
  0%, ?, ?

# Overlap with the part before: five entries, then new ones.
# Below each compound: GCN5L2 inh, FEN1 inh, DT40 TDP1 CPT
Cc1ccc(N2OC3C(=O)NC(=O)C3C2c2ccco2)cc1 (configuration not stated)
  -1%, 4%, 8%
Cc1ccc(OCc2nnc(SCc3nc4ccccc4[nH]3)n2Cc2ccco2)cc1
  -9%, -8%, 15µM*
Cc1cc(SCC(=O)c2cc3ccccc3o2)nc2ccccc12
  -14%, -18%, -17%
C=CCNc1ccc(F)c(F)c1N1CCCCCC1=O
  2%, -4%, -3%
CCCCCCc1ccc(N2C[C@H](Cc3ccccc3)[C@@H](CC(=O)Nc3ccccc3)C2=O)cc1
  0%, ?, ?
OCCCn1c(C2CCCN2c2nc(-c3ccc(Cl)cc3)cs2)nc2cc(C(F)(F)F)ccc21 (configuration not stated)
  nt, 3%, ?
Cc1c(CNC2CCC(C)CC2)c(C(=O)O)c(C)n1Cc1ccccc1 (configuration not stated)
  1%, -4%, -19%
O=C(O)Cc1ccc(NC(=O)c2cnccn2)cc1
  -15%, 14%, 1%
CN(CC(=O)N1CCc2ccccc21)S(=O)(=O)c1cccs1
  2%, -1%, -10%
Cc1ccc(-c2c(C(=O)O)c(C(=O)O)c3n2CSC3)cc1
  3%, -20%, 1%
CC(C)c1c(C(=O)N/N=C/c2ccc3c(c2)OCO3)nnn1-c1nonc1N
  -4%, -14%, -1%
CCCCCC(=O)NNC(=O)c1c(O)c2ccccc2n(CC)c1=O
  -2%, -4%, ?
Cc1cc(C)nc(N2CCCC(C(=O)NCC(c3ccccc3)c3ccccc3)C2)n1 (configuration not stated)
  1%, 5%, ?
CC1=Nn2c(nnc2-c2ccccc2)SC1
  -3%, 4%, -1%
O=C1N=c2ccccc2=C1c1sc(=S)n(-c2ccc(O)cc2)c1O
  -2%, 9%, -4%
O=C(CCSc1nnc(-c2ccc(O)cc2)o1)N1CCOCC1
  -14%, 5%, -19%
Cn1nnnc1Sc1ncnc2scc(-c3ccc(Cl)cc3)c12
  -12%, -14%, nt
C(=Nc1ccc(/C=C/c2ccnc3ccccc23)cc1)c1ccco1
  nt, 0%, 16µM*
CN(C)c1ccc(C(=O)Nc2sc(Nc3ccccc3)nc2C(N)=O)cc1
  -10%, 11%, ?
Cc1cc(=S)cc(C)n1CCCn1ccnc1
  0%, 7%, 0%
S=C(Nc1ccc2nsnc2c1)N1CCCCC1
  -2%, -11%, 11%
O=c1c(Cl)c(NCC2CCCO2)cnn1C12CC3CC(CC(C3)C1)C2 (configuration not stated)
  -1%, 3%, -10%
O=S(=O)(NCc1ccccn1)c1ccc(Cl)c(C(F)(F)F)c1
  -2%, -18%, -1%
CCOC(=O)c1c(NC(=O)CSc2cn(CCNC(=O)c3ccc(OCC)cc3)c3ccccc23)sc2c1CCCC2
  -8%, -12%, -24%
Cn1c(=O)[nH]c2cc(Cl)cnc21
  -1%, 6%, -5%
COc1ccc(C2=Nn3c(nnc3-c3cc(C)[nH]n3)SC2)cc1
  3%, -7%, -5%
O=C(CN1CCN(Cc2ccc3c(c2)OCO3)CC1)N1CCc2[nH]c3ccc(F)cc3c2C1
  3%, -20%, -22%
O=C(c1cc2cc(Cl)ccc2o1)N1CCCC1
  -28%, 8%, 12%
CCn1cc(/C=N\NC(=O)C2(C)CC2(Cl)Cl)c(C)n1 (configuration not stated)
  -2%, -4%, 9%
C(C#CCCCCCCCCC[n+]1ccccc1)#CCCCCCCCCC[n+]1ccccc1
  -1%, ?, 3.3µM*
O=C(Cn1c(CO)nc2ccccc21)Nc1cc(C(F)(F)F)ccc1N1CCOCC1
  -4%, 13%, ?
CC(C)OCCCNC(=O)CNC(=O)c1cccs1
  -5%, -13%, 3%
COc1cc(NC(=S)NC(=O)c2ccccc2F)ccc1NC(=O)c1cccs1
  -19%, 3%, 1%
CCC(C)NC(=O)c1c(F)c(F)c(F)c(F)c1F (configuration not stated)
  1%, 1%, 14%
COc1ccc(/C=C/C(=O)Nc2cc(S(=O)(=O)N3CCCCC3)ccc2N2CCCCC2)cc1OC
  -8%, 1%, ?

# Sorted by molecular weight (rising): some entries from above
# Below each compound: GCN5L2 inh, FEN1 inh, DT40 TDP1 CPT
Cn1c(=O)[nH]c2cc(Cl)cnc21
  -1%, 6%, -5%
CCCCCC(=O)NNC(=O)c1c(O)c2ccccc2n(CC)c1=O
  -2%, -4%, ?
O=c1c(Cl)c(NCC2CCCO2)cnn1C12CC3CC(CC(C3)C1)C2 (configuration not stated)
  -1%, 3%, -10%

# Additional results follow:
# Below each compound: GCN5L2 inh, FEN1 inh, DT40 TDP1 CPT
COc1ccc(C2C(C#N)=C(N)N(c3ccccc3C#N)C3=C2C(=O)CCC3)cc1CN1CCCC1 (configuration not stated)
  3%, -3%, ?
O=C(NCCCN1CCOCC1)C(=O)N/N=C/c1ccccc1
  -1%, 3%, -16%
COC(=O)C/C=C/N(Cc1ccccc1OC)S(=O)(=O)CCl
  -2%, -2%, 8%
COc1cc(C=O)ccc1OCCOCCOc1ccccc1Cl
  1%, -12%, -26%
Cc1ccc2c(C)c(C(=O)N3CCC(O)(c4ccccc4)CC3)oc2c1C
  -2%, 12%, -28%
CC(=O)c1cccc(NC(=O)CC2Oc3ccc(C)cc3NC2=O)c1 (configuration not stated)
  -2%, -13%, ?
CCC(C(=O)NC1CCCC1)N(C(=O)c1snc(C(N)=O)c1N)c1ccc(OC)cc1 (configuration not stated)
  -2%, -5%, ?
